DENV2 CPE rescue: DENV2-induced cell death inhibition. AID 651640. DENV2-infected cells, cytopathic effect rescue, plate reader. CPE inhibition, % at 9.99 µM. 1.7% of 350,000 active; in the data active = CPE inhibition above about 20%, passing the limit was not always enough; inconclusive = no clear call, values can overlap the other calls; tested in BHK-21 cells;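 also: 0% = median of neutral control wells and 100% = median of positive control wells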
ERp5 block: inhibitors of human ERp5. inhibition, % at 9.99 µM. ERp5 insulin aggregation, absorbance 650 nm, 90 min. 0.05% of 350,000 active. Q15084;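 active = mean replicate inhibition above about 25%, with every replicate also reaching it, limit read from the data, passing the limit was not always enough; inconclusive = only one of those two criteria met; inactive = neither criterion met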
Target sequence (Q15084 whole entry, looked up): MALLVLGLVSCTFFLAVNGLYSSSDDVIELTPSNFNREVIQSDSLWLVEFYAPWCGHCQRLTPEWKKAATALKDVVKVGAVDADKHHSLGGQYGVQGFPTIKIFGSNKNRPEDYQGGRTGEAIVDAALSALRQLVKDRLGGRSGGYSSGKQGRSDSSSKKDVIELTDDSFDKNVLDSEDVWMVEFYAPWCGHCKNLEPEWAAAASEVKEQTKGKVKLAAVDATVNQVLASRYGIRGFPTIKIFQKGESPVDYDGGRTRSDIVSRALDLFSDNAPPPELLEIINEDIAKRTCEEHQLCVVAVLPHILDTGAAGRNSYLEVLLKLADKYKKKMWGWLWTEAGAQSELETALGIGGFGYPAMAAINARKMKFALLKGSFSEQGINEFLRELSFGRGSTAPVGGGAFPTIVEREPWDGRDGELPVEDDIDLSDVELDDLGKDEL
PAX8 reporter: inhibitors of PAX8 transcriptional activity in RMG-I cells; RMG-I TPO-luciferase reporter, SteadyGlo, 24 h; inhibition, % at 12.6 µM; 1.2% of 360,000 active; AID 652154;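 active = mean replicate inhibition at least 60% with every replicate also reaching 60%; inconclusive = only one of the two criteria is met; inactive = mean below 60% and not all replicates reaching 60%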;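 also: luciferase light reporting Pax8 driven TPO promoter activity; plate controls were median of neutral control wells for no effect and mitoxantrone controls for full effect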
CFTR F508del cor: CFTR F508del correction in bronchial cells | CFBE cells, YFP halide quenching; stimulated with forskolin plus potentiator P3; % fluorescence drop versus neutral controls | activity (quench increase), % at 7.58 µM | 0.36% of 350,000 active | AID 720511;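 active = mean added fluorescence quench of at least 8% versus neutral control, with both replicates also reaching 8%; inconclusive = only one of the mean or replicate conditions met; inactive = mean below 8% and not both replicates reaching 8%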;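 also: cells transiently co-express mutant CFTR-F508del with the halide-sensitive YFP; corrector assay measuring rescue of mutant channel to the surface after 24 h compound exposure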
ARNT TACC3 PPI: ARNT/TACC3 interaction disruption; AlphaScreen His-ARNT PAS-B/GST-TACC3 binding, luminescence; TACC3 fragment carries E629A point mutation; inhibition, % at 9.99 µM; 0.66% of 390,000 active; AID 623870;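 active = mean inhibition of replicates at least 50% and at least half of replicates each reaching 50%; inconclusive = half or more replicates reach 50% but mean below 50%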;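 also: 0% = complete ARNT plus TACC3 wells and 100% = ARNT alone without TACC3; many hits fall short of the cut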
GSIS activator: primary screen for activators of insulin secretion dependent on glucose, INS-1E cells, GLuc reporter luminescence; INS-1E GLuc reporter insulin secretion, 2-3 h; activation, % at 16.6 µM; 0.61% of 370,000 active; AID 743287;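 active = lowest replicate activation of at least 40%, so every replicate reaches that level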;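 also: 0% = median of neutral control wells and 100% = median of IBMX positive control wells; some compounds called inactive have numbers as strong as hits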
XiGFP reactiv: activators of X-chromosome reactivation in mouse fibroblasts | AID 743238 | XiGFP mouse fibroblasts, % GFP-positive cells imaging, 3 d; cells co-treated with 5-aza-dC sensitizer; scaled so ellipticine positive control = 100% | activation, % at 7.58 µM | 0.055% of 360,000 active;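 active = mean normalized replicate activation at least 10% and every replicate at or above 10%; inconclusive = only one of the two criteria met; inactive = mean below 10% and not all replicates reach 10%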;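 also: 0% = median of on-plate neutral control wells and 100% = ellipticine 6 µM median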
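System: 68-5-11 XiGFP fibroblast line; Timing: 3 days compound exposure; Compound dosing: one concentration, pinned; Benchmarks: positive control ellipticine, 6 µM final; Buffer or medium: DMEM containing 5-aza-dC.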
EWS-Fli inh: blocks EWS/Fli oncoprotein-driven transcription; A673 NR0B1-luciferase reporter, viability-normalised; inhibition, % at 12.6 µM; 0.67% of 350,000 active; AID 651661;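 active = mean inhibition of at least 50% after viability correction, with every replicate also passing that limit; inconclusive = mean reaches 50% but only one of two replicates passes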;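 also: firefly luciferase signal divided by Alamar Blue viability fluorescence both relative to DMSO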
* marks the source's active call; other numbers are inactive results.

O=C1OCC2=C1C(c1ccccc1)CC(=O)N2c1cccc(F)c1 (stereo not drawn) was read as DENV2 CPE rescue 0.2, ERp5 block 1.7, PAX8 reporter -13.2, CFTR F508del cor -2.9, ARNT TACC3 PPI -0.8, GSIS activator -17.2, XiGFP reactiv 0.0 and EWS-Fli inh 12.4.
O=C1CCCC2=C1Sc1ccc(Cl)cc1N2 was read as DENV2 CPE rescue 6.6, ERp5 block 3.1, PAX8 reporter 12.6, CFTR F508del cor 0.1, ARNT TACC3 PPI 4.1, GSIS activator 1.3, XiGFP reactiv 0.4 and EWS-Fli inh -34.6.
`Cc1ccc(C2(C(F)(F)F)NC(=O)N3N=C4CCCCCN4C3=C2C#N)cc1` (stereo not drawn) gave DENV2 CPE rescue 2.6, ERp5 block -10.7, PAX8 reporter 34.2, CFTR F508del cor 0.8, ARNT TACC3 PPI -15.5, GSIS activator -1.7, XiGFP reactiv 0.0 and EWS-Fli inh 8.4.
Screening Cc1nc2c(sc3nc4c(cc32)COC(C)(C)C4)c(=O)n1CC(=O)NCc1ccco1 returned ERp5 block -1.9, CFTR F508del cor 12.6*, ARNT TACC3 PPI -6.4, GSIS activator -2.2 and EWS-Fli inh 10.4.
Screening Nc1nc(NCc2ccccc2)n(-c2ccccc2)n1 returned DENV2 CPE rescue inconclusive, ERp5 block 1.2, PAX8 reporter 3.4, CFTR F508del cor 1.2, ARNT TACC3 PPI -5.4, GSIS activator -13.2, XiGFP reactiv 0.1 and EWS-Fli inh 7.1.
Screening COc1ccc(CNCc2cn(-c3cccc(F)c3)nc2-c2ccc(C)o2)cc1 returned DENV2 CPE rescue 3.1, ERp5 block 6.8, PAX8 reporter -9.6, CFTR F508del cor -2.6, ARNT TACC3 PPI 2.8, GSIS activator 18.3, XiGFP reactiv -0.2 and EWS-Fli inh 12.1.
Cc1cc(Br)cn2c(CC(C)(C)C)c(C3CCCCC3)nc12 was read as DENV2 CPE rescue 2.6, ERp5 block -1.0, PAX8 reporter -4.0, CFTR F508del cor -0.6, GSIS activator -11.4, XiGFP reactiv 0.2 and EWS-Fli inh 8.0.
CC(=O)OCCN1C(=O)c2ccc(-c3nc4ccccc4c(=O)o3)cc2C1=O was read as DENV2 CPE rescue -2.5, ERp5 block 5.2, PAX8 reporter -0.1, CFTR F508del cor -9.7, ARNT TACC3 PPI -7.5, GSIS activator -20.7, XiGFP reactiv 0.8 and EWS-Fli inh 8.5.
Cc1ccc(N(C)S(=O)(=O)c2c(C)noc2/C=C/N(C)C)cc1 was read as DENV2 CPE rescue inconclusive, ERp5 block 9.1, PAX8 reporter -4.7, CFTR F508del cor 2.3, ARNT TACC3 PPI 0.1, GSIS activator -4.8 and XiGFP reactiv 0.0.
Screening O=C(NCCc1ccccc1)C1CCCN(C(=O)Nc2ccc(F)cc2)C1 (stereo not drawn) returned DENV2 CPE rescue 5.4, ERp5 block 0.0, PAX8 reporter 2.6, CFTR F508del cor -3.0, GSIS activator -5.2, XiGFP reactiv 0.0 and EWS-Fli inh -2.9.
COC(=O)CNC(=O)COC(=O)c1ccc(Cl)nc1 was read as DENV2 CPE rescue 0.0, ERp5 block -0.7, PAX8 reporter 22.9, CFTR F508del cor 3.8, ARNT TACC3 PPI 7.5, GSIS activator 9.7, XiGFP reactiv 0.0 and EWS-Fli inh 1.6.
For CS(=O)(=O)N1CCCCN2[C@H](CO)[C@@H](c3ccc(C#Cc4ccccn4)cc3)[C@H]2C1 the results were DENV2 CPE rescue 11.1, ERp5 block -4.0, PAX8 reporter -4.4, CFTR F508del cor -0.5, ARNT TACC3 PPI 7.1, GSIS activator 16.8 and XiGFP reactiv 0.1.
CCc1ccc2[nH]c(=O)c(-c3ccccc3)c(O)c2c1 was read as DENV2 CPE rescue 13.2, ERp5 block -3.0, PAX8 reporter 0.9, CFTR F508del cor -1.8, ARNT TACC3 PPI -1.4, GSIS activator 6.4, XiGFP reactiv 0.0 and EWS-Fli inh -12.1.
`COc1ccc(S(=O)(=O)NC2CC(C)(C)NC(C)(C)C2)c2ccccc12` gave DENV2 CPE rescue -6.6, ERp5 block 5.0, PAX8 reporter 22.3, CFTR F508del cor -1.8, ARNT TACC3 PPI 32.0, GSIS activator 15.6 and XiGFP reactiv -0.1.
Screening Cc1ccc(S(=O)(=O)NCC(=O)OCc2cc(=O)oc3cc(C)ccc23)cc1 returned DENV2 CPE rescue -3.8, ERp5 block -1.1, PAX8 reporter -12.4, CFTR F508del cor 0.0, ARNT TACC3 PPI -5.3, GSIS activator -31.3, XiGFP reactiv 0.9 and EWS-Fli inh 0.6.
For CC(C)C1CC(N(C)C)=CC(=S)N1 (stereo not drawn) the results were DENV2 CPE rescue -4.9, ERp5 block 3.3, PAX8 reporter 78.2*, CFTR F508del cor -2.9, GSIS activator -53.2, XiGFP reactiv 0.0 and EWS-Fli inh 15.6.
`O=C(NC(c1ccc(F)cc1)c1ccc2ccccc2n1)C1CCN(CCOc2ccc(Cl)cc2Cl)CC1` (stereo not drawn) gave DENV2 CPE rescue -0.6, ERp5 block 2.7, PAX8 reporter -40.9, CFTR F508del cor -1.2, XiGFP reactiv 0.0 and EWS-Fli inh 9.9.
Screening COC(=O)[C@]12C[C@H](CC(=O)NCc3ccc(OC)c(OC)c3)C(=O)N(CCc3ccc(OC)c(OC)c3)C1=C[C@H](C(C)(C)C)O[C@@H]2C returned DENV2 CPE rescue -7.9, ERp5 block -2.6, PAX8 reporter -4.9, CFTR F508del cor 0.2, XiGFP reactiv 0.0 and EWS-Fli inh 4.8.
`COc1ccc(C(=O)Nn2c(CC(C)C)nc3cc(OC)c(OC)cc3c2=O)c(OC)c1` gave DENV2 CPE rescue -4.0, ERp5 block 2.4, PAX8 reporter 1.6, CFTR F508del cor 3.6, ARNT TACC3 PPI 3.6, GSIS activator -14.0, XiGFP reactiv 0.0 and EWS-Fli inh 9.7.
For CCN(CC)c1ccc(NS(=O)(=O)c2ccc(OC)cc2)cc1 the results were DENV2 CPE rescue 2.0, ERp5 block -9.9, PAX8 reporter 5.7, CFTR F508del cor 1.6, ARNT TACC3 PPI 4.5, GSIS activator 5.1, XiGFP reactiv 0.2 and EWS-Fli inh 6.2.
`C[C@H]1CN([C@@H](C)CO)C(=O)CCCn2cc(nn2)CO[C@H]1CN(C)C(=O)NC1CCCCC1` gave DENV2 CPE rescue -3.1, ERp5 block -0.6, CFTR F508del cor 1.4, ARNT TACC3 PPI 0.6, GSIS activator 2.0, XiGFP reactiv 0.1 and EWS-Fli inh 8.4.
`COc1cccc2cc(C(=O)NC(C)c3ccccc3)c(=O)oc12` (stereo not drawn) gave DENV2 CPE rescue 0.0, ERp5 block -0.2, PAX8 reporter -8.6, CFTR F508del cor 0.8, ARNT TACC3 PPI -4.3, GSIS activator 25.0, XiGFP reactiv 0.2 and EWS-Fli inh -39.7.
`CN(CCc1ccccc1)C1CCCN(C(=O)Cn2cccn2)C1` (stereo not drawn) gave DENV2 CPE rescue -3.4, ERp5 block -1.2, PAX8 reporter -4.3, CFTR F508del cor -3.5, ARNT TACC3 PPI 0.9, GSIS activator 17.6 and XiGFP reactiv 0.0.
Screening O=S1(=O)[C@H]2C[C@@H]3CC[C@]2(CN1Cc1cccc(F)c1)O3 returned DENV2 CPE rescue 17.4, ERp5 block 0.5, PAX8 reporter -2.9, CFTR F508del cor 0.9, ARNT TACC3 PPI 1.0, GSIS activator 8.7, XiGFP reactiv 0.0 and EWS-Fli inh -4.5.
Screening O=C1/C(=C/c2ccccc2Cl)SC(=S)N1CCC(=O)N1CCCCC1CCO (stereo not drawn) returned DENV2 CPE rescue 3.3, ERp5 block 3.3, PAX8 reporter 44.9, CFTR F508del cor -0.4, ARNT TACC3 PPI 7.8, GSIS activator 3.4, XiGFP reactiv 0.0 and EWS-Fli inh 6.4.
`COCC(=O)N(C)C[C@@H]1Oc2ncc(C#Cc3ccc(OC)cc3)cc2C(=O)N([C@@H](C)CO)C[C@H]1C` gave DENV2 CPE rescue 67.8*, ERp5 block 2.9, CFTR F508del cor 2.7, ARNT TACC3 PPI -6.4, GSIS activator 13.4, XiGFP reactiv -0.5 and EWS-Fli inh -17.4.
C[C@H]1CN([C@@H](C)CO)C(=O)Cc2cc(N(C)C)ccc2O[C@H]1CN(C)S(=O)(=O)c1ccccc1 was read as DENV2 CPE rescue 3.5, ERp5 block -3.2, PAX8 reporter -7.8, CFTR F508del cor 1.7, ARNT TACC3 PPI 1.6, GSIS activator 6.3 and XiGFP reactiv -1.1.
For O=C(COC(=O)[C@H](Cc1ccccc1)NC(=O)c1ccco1)Nc1ccccc1OC(F)F the results were DENV2 CPE rescue inconclusive, ERp5 block 0.6, PAX8 reporter -14.1, CFTR F508del cor -2.0, ARNT TACC3 PPI -5.4, GSIS activator -15.2, XiGFP reactiv 0.0 and EWS-Fli inh 6.4.
COc1cccc(CNC(=O)CCCSc2ccccc2)c1 was read as DENV2 CPE rescue 2.6, ERp5 block 1.4, PAX8 reporter -2.7, CFTR F508del cor 1.3, ARNT TACC3 PPI -6.6, GSIS activator -1.7 and EWS-Fli inh -2.8.
COc1cccc(S(=O)(=O)Nc2ccc3c(c2)C(=O)N(C)C[C@@H](OC)[C@@H](C)CN[C@@H](C)CO3)c1 was read as DENV2 CPE rescue 2.4, ERp5 block 12.1, CFTR F508del cor 1.9, ARNT TACC3 PPI -2.6, GSIS activator 11.5, XiGFP reactiv 0.0 and EWS-Fli inh -6.8.
Screening CCN(CC(=O)Nc1ccc(NC(C)=O)cc1)C(=O)CSCC(=O)Nc1ccc(C)cc1 returned DENV2 CPE rescue -3.2, ERp5 block -2.5, PAX8 reporter -6.8, CFTR F508del cor -2.8, ARNT TACC3 PPI -35.7, GSIS activator -8.3, XiGFP reactiv 0.0 and EWS-Fli inh -0.3.
Screening O=C(Nc1ccc(Oc2cccnc2)cc1)C1CCN(Cc2ccccc2)CC1 returned DENV2 CPE rescue -6.6, ERp5 block 11.7, PAX8 reporter 16.8, CFTR F508del cor 0.1, ARNT TACC3 PPI 7.4, GSIS activator -1.2, XiGFP reactiv 0.1 and EWS-Fli inh 15.7.
For CSc1c(-c2ccccn2)c(N)nn1C(=O)C1CC1 the results were DENV2 CPE rescue 5.6, ERp5 block 0.3, PAX8 reporter 16.5, ARNT TACC3 PPI -2.9, GSIS activator 6.2, XiGFP reactiv 0.0 and EWS-Fli inh -5.0.
For O=S1(=O)C[C@H](N2CCN(CCO)CC2)[C@@H](COCc2ccccc2)N1 the results were DENV2 CPE rescue 0.2, ERp5 block -1.4, PAX8 reporter 11.8, CFTR F508del cor 0.0, GSIS activator 14.5, XiGFP reactiv 0.1 and EWS-Fli inh 1.9.
Screening O=C(CCn1cnc2ncccc2c1=O)N1CCN(c2cccc(Cl)c2)CC1 returned DENV2 CPE rescue 0.9, ERp5 block 2.8, PAX8 reporter -0.4, CFTR F508del cor -32.6, ARNT TACC3 PPI -1.2, GSIS activator -6.4, XiGFP reactiv 0.1 and EWS-Fli inh 10.0.
Screening COC(=O)c1c(-c2ccc(F)cc2)csc1NC(=O)C1CCCO1 (stereo not drawn) returned ERp5 block -2.7, PAX8 reporter -86.2, CFTR F508del cor 0.0, ARNT TACC3 PPI -1.8, GSIS activator -24.3, XiGFP reactiv 0.3 and EWS-Fli inh -42.1.

Compound activity from PubChem.
